# Xi reactivation: activators of inactive X chromosome reactivation, primary screen, imaging, XiGFP fibroblasts, GFP high-content imaging, set 2 | XiGFP mouse fibroblasts, % GFP-positive cells imaging, 3 d; cells co-treated with 5-aza-dC sensitizer; scaled so ellipticine positive control = 100% | activation, % at 7.58 µM | 360,000 tested, 0.055% active;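 active = mean normalized replicate activation at least 10% and every replicate at or above 10%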;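 note: 0% = median of on-plate neutral control wells and 100% = ellipticine 6 µM median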
#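 System: SV40-immortalized XiGFP fibroblast cells, line 68-5-11 / Incubation: 3-day compound exposure, then 15 min fixation at room temperature / Compound: single concentration per compound, delivered by pin transfer / Buffer or medium: DMEM plus 5-aza-dC sensitizer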
# esBAF inh: Bmi1 luciferase reporter increase in mESCs, primary screen, esBAF inhibitor project, mouse ES cells, Bmi1 luciferase knock-in, single point | 24 h; 100% = twice the neutral-well signal | reporter increase, % at 12.5 µM | 350,000 tested, 2% active | AID 602393, 2012; in the data active = activation above about 40%;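 note: 0% = median of the plate's neutral control wells and 100% = double that signal; a rise in the Bmi1 reporter signal indicates esBAF inhibition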
# FN deposit inh: inhibitors of fibronectin matrix deposition, primary screen, AH1F cells, Alexa488-fibronectin fluorescence, plate reader; 350,000 tested, 0.086% active; inhibition, % at 12.6 µM; AH1F fibroblasts, overnight;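 active = mean inhibition across replicates of 30% or more, regardless of how many single replicates reach that level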;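 note: positive control wells lacked labelled fibronectin entirely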
#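 material = AH1F fibroblast monolayer depositing Alexa488-labelled fibronectin into matrix | amount = 10000 AH1F cells/well | buffer or medium = DMEM plus 2% serum, read in PBS | incubation = 1 h cell adhesion before compound, then overnight fibronectin incubation | detection = fluorescence at 485 nm excitation, 525 nm emission | evaluation = percent inhibition as loss of matrix-bound fibronectin fluorescence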
# EWS-Fli inh: EWS/Fli-driven NR0B1 reporter inhibitors, primary screen, A673 cells, NR0B1 luciferase, luminescence, MLPCN library; inhibition, % at 12.6 µM; AID 651661, 2012; viability-normalised; 350,000 tested, 0.67% active;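 active = mean inhibition of at least 50% after viability correction, with every replicate also passing that limit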;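 note: firefly luciferase signal divided by Alamar Blue viability fluorescence both relative to DMSO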
# RAD54 inh: inhibitors of human RAD54 branch migration, primary screen, biochemical, fluorescence, single point | DNA repair and recombination protein RAD54-like (Homo sapiens), Q92698 | RAD54 Holliday junction branch migration, FAM/BHQ fluorescence | inhibition, % at 10.4 µM | 360,000 tested, 0.14% active | AID 602329, 2012;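 active = mean normalized replicate activity at least 40 and at least half of replicates scoring 40 or more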;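 note: 0% = median of neutral control wells and 100% = median of positive control wells; inhibitors cause a drop in the FAM fluorescence signal; in these data hits start at about 50%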
# S100A4 MyoIIA: inhibitors of S100A4-myosin IIA peptide binding, primary screen, biochemical, fluorescence polarization, TAMRA-MyoIIA peptide; inhibition, % at 10.7 µM; 360,000 tested, 0.14% active;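 active = mean inhibition of at least 70% across replicates, with every replicate also reaching that level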
# Target sequence (P26447 whole entry, looked up): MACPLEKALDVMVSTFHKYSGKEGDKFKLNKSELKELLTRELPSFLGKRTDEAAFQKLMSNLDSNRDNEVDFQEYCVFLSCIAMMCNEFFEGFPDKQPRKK
#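 Material: S100A4 monomer protein | Medium: HEPES pH 7.2 with CaCl2, KCl, NaCl, DTT, Triton | Reagent: Labelled myosin peptide probe, 5 nM | Doses: One dose per compound | Times: 5 min incubation before reading | Benchmarks: Neutral control DMSO, positive control TFP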
# E-selectin induc: E-selectin induction in HUVECs, primary screen, imaging, HUVEC, immunofluorescence imaging, single point; P16581; normalized: neutral wells 0, TNF-alpha wells 100; activation, % at 7.58 µM; 260,000 tested, 0.37% active; AID 686992, 2013;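 active = mean E-selectin-positive cell signal at least 10% of the positive control, reached in at least 60% of replicates, without over 20% cell loss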;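 note: in these data hits start at about 27%; measured in HUVEC primary endothelial cells; signal is the percent of cells scored E-selectin positive by PE staining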
#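 assay system = HUVEC, human umbilical vein endothelial cells | input = 3,000 HUVEC seeded per well | medium = EGM-2 growth medium on 0.1% gelatin-coated wells | dosing = one compound dose added by pin transfer | signal = immunofluorescence imaging | read-out basis = % PE-positive cells | control set = TNF-alpha, DMSO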
# RAD52 inh: RAD52 DNA annealing inhibitors, primary screen, biochemical, FRET, single point, set 2; inhibition, % at 18.7 µM; 360,000 tested, 0.46% active; recombinant RAD52 DNA annealing, FRET fluorescence;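 active = every replicate showing at least 50% inhibition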
# Target sequence (P43351 whole entry, looked up): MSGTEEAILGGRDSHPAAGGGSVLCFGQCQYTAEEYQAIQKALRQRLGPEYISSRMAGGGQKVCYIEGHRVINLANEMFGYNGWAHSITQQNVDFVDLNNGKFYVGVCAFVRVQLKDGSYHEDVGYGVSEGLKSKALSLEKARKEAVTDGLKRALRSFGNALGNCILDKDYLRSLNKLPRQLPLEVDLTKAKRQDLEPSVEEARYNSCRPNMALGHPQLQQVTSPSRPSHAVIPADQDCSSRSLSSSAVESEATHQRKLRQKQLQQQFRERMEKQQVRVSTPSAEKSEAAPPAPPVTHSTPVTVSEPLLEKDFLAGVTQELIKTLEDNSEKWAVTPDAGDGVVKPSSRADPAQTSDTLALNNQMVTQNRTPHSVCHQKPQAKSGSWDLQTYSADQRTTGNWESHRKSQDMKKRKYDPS
# Active calls of the source: *; / = not tested or not shown; ! = a repeat was not active.
SMILES,Xi reactivation,esBAF inh,FN deposit inh,EWS-Fli inh,RAD54 inh,S100A4 MyoIIA,E-selectin induc,RAD52 inh
Cn1c(N)c(C(=O)COC(=O)Cc2ccc(Cl)cc2Cl)c(=O)n(C)c1=O,-0.1,/,0,-3,0,-1,0.1,-8
Cc1ccc(C(C)CCN2CCC(n3nccc3NC(=O)c3ccccc3)CC2)o1 (stereo not given),0.2,/,-5,10,-15,1,/,-29
COCC(=O)N(C)C[C@H]1Oc2ncc(C#CC(C)(C)O)cc2C(=O)N([C@@H](C)CO)C[C@H]1C,-0.9,-6,-1,-1,/,/,0.8,/
COCC(=O)N1CC(=O)N2[C@H](CO)[C@@H](c3ccc(-c4ccccc4F)cc3)[C@@H]2C1,0.0,/,5,14,/,24,0.1,-4
Cc1cc(O)c(-c2cc(O)c(C)cc2O)cc1O,1.7,-10,37*,70*,7,-3,-0.4,-3
O=C(O)C1CC(=O)N(CCc2ccc(F)cc2)C1 (stereo not given),0.0,1,-5,1,1,5,/,-13
Cc1nc2ccccc2nc1-c1ccc([N+](=O)[O-])cc1,0.1,12,-16,-28,-4,0,-0.2,-2
CC(=O)Nc1ccccc1C(=O)C(=O)Nc1ccc(C(=O)N2CCOCC2)cc1,0.0,/,2,3,/,-7,0.0,1
COc1ccc(NC(=O)N(C)C[C@H]2Oc3ncc(C#C[C@@H](C)O)cc3C(=O)N([C@H](C)CO)C[C@@H]2C)cc1,0.0,-2,/,-14,1,-3,-0.2,0
C[C@H](CO)N1C[C@H](C)[C@H](CN(C)C(=O)C2CCOCC2)Oc2ncc(-c3cccc(F)c3)cc2C1=O,-0.8,-2,/,-14,2,3,0.1,1
C[C@@H]1CN([C@@H](C)CO)C(=O)Cc2cc(NC(=O)CCCN(C)C)ccc2O[C@H]1CN(C)Cc1ccc(-c2ccccc2)cc1,-0.5,/,-3,1,/,-5,/,77*!
Cc1ccc(C(=O)Nc2nnc(S(=O)(=O)N3CCCCCC3)s2)cc1,0.5,9,-12,-9,-4,-4,0.4,-5
C[C@@H]1CN([C@H](C)CO)C(=O)c2cc(NS(=O)(=O)c3cn(C)cn3)ccc2O[C@@H](C)CCCCO[C@@H]1CN(C)S(=O)(=O)c1cccs1,-0.1,-2,4,-11,4,-1,/,-7
COc1ccc(NC(=O)Nc2ccc3c(c2)OC[C@H](C)NC[C@H](C)[C@H](OC)CN(C)C3=O)cc1,0.5,-1,0,-1,2,-6,0.1,4
CSc1cc(-c2ccco2)oc1C(=O)c1ccco1,0.0,/,-5,7,13,14,0.9,-17
COc1ccc(CN(CC(=O)NCc2ccccc2)C(=O)c2csnn2)cc1,0.0,/,4,2,/,-4,/,-9
C[C@H](CO)N1C[C@H](C)[C@H](CN(C)Cc2ccncc2)OCCCC[C@H](C)Oc2ccc(NC(=O)Nc3cccc4ccccc34)cc2C1=O,0.0,2,/,11,-8,2,0.3,29
CNC[C@H]1Oc2ccc(NC(=O)Nc3cccc4ccccc34)cc2C(=O)N([C@@H](C)CO)C[C@H]1C,-1.3,4,/,8,9,-2,/,-2
COc1cc(Cl)ccc1OCc1cc(C(=O)N2CCCCCCC2)no1,0.0,13,4,/,5,6,/,-14
COc1cc(COc2ccc(S(=O)(=O)N3CCOCC3)cc2[N+](=O)[O-])ccc1OC(F)F,-0.1,1,-1,19,6,-1,/,3
COc1cc(S(=O)(=O)N(Cc2cccc(OC)c2OC)CC2CCCO2)ccc1-n1cnnn1 (stereo not given),-0.1,/,-6,0,4,-1,/,13
CCCNC(=O)N(C)C[C@H]1Oc2ncc(-c3cccc(C#N)c3)cc2C(=O)N([C@H](C)CO)C[C@H]1C,0.9,9,/,-4,5,6,-0.1,2
COc1ccc(NC(=O)Nc2ccc3c(c2)C(=O)N([C@@H](C)CO)C[C@H](C)[C@@H](CN(C)C(=O)Nc2c(C)noc2C)O3)cc1,-0.1,4,/,-8,14,13,-0.2,-20
CCOC(=O)C1=C(N)OC2=C(C(=O)CCC2)C1c1ccccc1OC (stereo not given),0.1,/,6,-12,/,-2,-0.6,-7
Cn1c(N)c(C(=O)CSc2nnc(C3CC3)n2Cc2ccccc2)c(=O)n(C)c1=O,0.0,3,-3,1,/,-3,/,1
O=S(=O)(Nc1ccc2cn[nH]c2c1)c1ccc(Cl)s1,0.0,/,1,11,/,1,0.0,-11
COc1ccc(-c2ccc3n(c2=O)C[C@@H]2[C@@H](CO)[C@H](C(=O)Nc4ccccc4)N(C)[C@H]32)cc1,0.0,/,/,-12,/,-31,0.9,-20
COc1ccc2c3c(n(C)c2c1)[C@H](CO)N(C(=O)CC1CC1)CC31CCN(C(=O)C2CC2)CC1,0.5,/,/,-3,/,-5,-0.2,-5
Cc1ccc(-c2ccc([C@H]3[C@@H](CO)N4C(=O)CN(C(=O)NC(C)C)C[C@@H]34)cc2)cc1,0.0,/,-1,-5,/,-31,0.1,1
O=c1c2[nH]c3cccc(Cl)c3c2ncn1CC1CCCO1 (stereo not given),/,/,1,-28,/,-24,1.0,-5
COc1ccc(C(=O)CC(=O)C(=O)Nc2ccc(C)c(C)c2)cc1,0.0,21,-2,2,-17,5,0.2,-16
C=CCN(CC=C)C(=S)Nc1ccc(OC)c(OC)c1,0.2,-10,-7,-47,-7,-2,/,-4
O=C(CCc1c[nH]c2ccccc12)Nc1ccc(Nc2ccncc2)cc1,0.2,/,-3,26,/,22,2.8,1
CN1c2ccc(-c3cccc(F)c3)cc2[C@@H]2[C@@H](CCN2C(=O)Nc2ccccc2F)[C@@H]1CO,0.1,7,-24,8,3,-3,-0.7,-11
O=C(Nc1cccc(Cl)c1)N[C@H]1CC[C@H](CCNC(=O)C2CCC2)O[C@@H]1CO,0.1,2,/,0,-12,-4,-0.3,-4
COc1cccc(Nc2nc3cc(C)ccc3cc2C)c1,-0.1,1,8,-4,5,1,/,-144
COC(=O)C1=C(N)OC2=C(C(=O)CCC2)C1c1ccccc1OC (stereo not given),0.0,-7,2,6,/,1,-0.1,8
C=CCC1(CC=C)CCCN1C(=O)c1ccc2oc(CCCC)nc2c1,0.2,14,-2,-70,7,-1,0.8,-7
[N-]=[N+]=NC(c1ccccc1)c1nc2ccccc2[nH]c1=O (stereo not given),0.0,-3,3,1,0,2,-0.1,-9
CCCCN(CCCC)C(=O)CN(C)S(=O)(=O)c1ccc2c(c1)n(C)c(=O)c(=O)n2C,/,0,/,3,1,0,/,-16

# The last 3 entries of the section above open the next one:
SMILES,Xi reactivation,esBAF inh,FN deposit inh,EWS-Fli inh,RAD54 inh,S100A4 MyoIIA,E-selectin induc,RAD52 inh
C=CCC1(CC=C)CCCN1C(=O)c1ccc2oc(CCCC)nc2c1,0.2,14,-2,-70,7,-1,0.8,-7
[N-]=[N+]=NC(c1ccccc1)c1nc2ccccc2[nH]c1=O (stereo not given),0.0,-3,3,1,0,2,-0.1,-9
CCCCN(CCCC)C(=O)CN(C)S(=O)(=O)c1ccc2c(c1)n(C)c(=O)c(=O)n2C,/,0,/,3,1,0,/,-16
Cc1ccc(C)c2nc(SCC(=O)N3CCCc4ccccc43)c(C#N)cc12,/,-6,10,/,-5,/,-1.9,/
Cc1ccc(S(=O)(=O)/N=C(/Nc2nc(C)cs2)c2ccccc2)cc1,-0.1,1,-8,-3,-4,-4,4.1,-7
O=C(N/N=C1\CC2CC=CC12)c1ccc(O)cc1 (stereo not given),0.0,-6,1,-4,-15,-12,-0.6,-3
Cc1ccc(C)c(C(=O)COC(=O)c2nn(C)c(=O)c3ccccc23)c1,-0.1,-2,-6,-3,15,-7,/,-18
C[C@H](CO)N1C[C@H](C)[C@H](CN(C)S(C)(=O)=O)Oc2ccc(NC(=O)NC3CCCCC3)cc2CC1=O,0.2,-6,/,-2,5,23,-1.7,3
COc1ccc(NC(=O)/C=C/c2ccc(S(=O)(=O)N3CCOCC3)cc2)cc1,0.1,-5,3,0,3,4,/,-7
CC(C)(C)[S@](=O)N1Cc2cc(C(=O)NCc3ccc4c(c3)OCO4)nc(-c3cccc(-c4ccncc4)c3)c2[C@@H]1CCO,0.1,0,5,4,-13,10,-0.1,-8
CCc1nnc(NC(=O)C2=CCN(S(=O)(=O)c3ccccc3)CC2)s1,-0.2,12,7,1,/,-1,-0.5,-6
COC(=O)[C@H](C)NC(=O)COc1ccccc1,/,-4,/,/,6,2,/,-9
C[C@H](CO)N1C[C@H](C)[C@H](CN(C)Cc2ccc(C(=O)O)cc2)Oc2ccc(NS(=O)(=O)c3ccc(F)cc3)cc2C1=O,-1.0,-1,-5,-5,5,-6,4.3,7
O=C(COc1ccccc1F)NC1CC1,/,3,/,-2,1,-11,/,-15
O=C1NC(Cc2ccccc2)c2nc3ccccc3c(=O)n2-c2cc3ccccc3cc21 (stereo not given),0.1,25,6,47,2,-1,-0.2,-13
C/C(=N/NC(=O)C(O)(c1ccccc1)c1ccccc1)c1ccc([N+](=O)[O-])o1,0.1,/,/,2,/,6,/,-12
CO[C@H]1CN(C)C(=O)c2ccc(NS(=O)(=O)c3ccccc3C)cc2OC[C@@H](C)N(C)C[C@H]1C,0.2,-4,/,3,-2,9,-0.2,-12
CCCNC(=O)N1[C@H](CNC(=O)c2ccc(F)cc2)[C@H](c2ccccc2)[C@@H]1CO,0.1,0,-9,-4,-1,5,-0.2,-16
CC(=O)O/N=C1\C(=O)N(Cc2ccc(C)cc2)c2ccccc21,0.0,3,2,14,/,0,/,-1
O=C(CCc1nc2ccccc2c(=O)[nH]1)N1CCN(S(=O)(=O)c2cccc(F)c2)CC1,0.1,/,/,-21,-22,-3,-0.1,-28
Cc1cc(C)n(C(C)CNS(=O)(=O)c2ccccc2)n1 (stereo not given),0.0,-1,4,-3,5,5,/,-8
C/C(N)=C(/C#N)C(=O)COC(=O)CNC(=O)c1ccc(Cl)cc1Cl,-0.1,/,8,7,/,-5,2.8,-6
Cc1ccc(-c2ccc3c(c2)O[C@H](CN(C)Cc2ccccn2)[C@H](C)CN([C@H](C)CO)S3(=O)=O)cc1,-1.2,5,/,-10,0,6,0.6,10
CC(C)=CCCC1(C)C=Cc2c(c(C)cc3c2[nH]c2cc(O)ccc23)O1 (stereo not given),/,6,/,23,7,0,/,2
Cc1ccc(-c2noc(CCC(=O)Nc3cccc(C(=O)NC4CC4)c3)n2)cc1,-0.1,0,/,-8,-2,-1,1.9,-32

# Looked up above.
# In FN deposit inh, Cc1ccc(S(=O)(=O)/N=C(/Nc2nc(C)cs2)c2ccccc2)cc1 reads -8
# In E-selectin induc, O=C(CCc1nc2ccccc2c(=O)[nH]1)N1CCN(S(=O)(=O)c2cccc(F)c2)CC1 reads -0.1
